FEN1 inh: qHTS Assay for the Inhibitors of Human Flap endonuclease 1 (FEN1) | Recombinant FEN1 flap cleavage, fluorescence, 15 min | Potency, µM (top dose mostly 114 µM), for the others: at the highest dose activity change, negative = inhibition, actives largely listed as inhibitors | actives 0.35% (n = 390,000); note: nearly all actives have a fitted effect of over 65% in size
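FEN1 at 10 nM preincubated with compounds 15 min at room temperature, then flap DNA substrate added at 50 nM final. Signal read at 0 and 15 min; concentration-response fitted with four-parameter Hill equation.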
KAT2A inh: qHTS Assay for Inhibitors of GCN5L2 | Histone acetyltransferase KAT2A (Homo sapiens), Q92830 | GCN5L2 HAT assay, ThioGlo1 CoA-SH fluorescence | Potency, µM (doses to about 58.9 µM), for inactives: at the top dose activity change, negative = inhibition, actives largely listed as inhibitors | actives 0.21% (n = 390,000) | AID 504327, 2011
Target sequence (Q92830 whole entry, looked up): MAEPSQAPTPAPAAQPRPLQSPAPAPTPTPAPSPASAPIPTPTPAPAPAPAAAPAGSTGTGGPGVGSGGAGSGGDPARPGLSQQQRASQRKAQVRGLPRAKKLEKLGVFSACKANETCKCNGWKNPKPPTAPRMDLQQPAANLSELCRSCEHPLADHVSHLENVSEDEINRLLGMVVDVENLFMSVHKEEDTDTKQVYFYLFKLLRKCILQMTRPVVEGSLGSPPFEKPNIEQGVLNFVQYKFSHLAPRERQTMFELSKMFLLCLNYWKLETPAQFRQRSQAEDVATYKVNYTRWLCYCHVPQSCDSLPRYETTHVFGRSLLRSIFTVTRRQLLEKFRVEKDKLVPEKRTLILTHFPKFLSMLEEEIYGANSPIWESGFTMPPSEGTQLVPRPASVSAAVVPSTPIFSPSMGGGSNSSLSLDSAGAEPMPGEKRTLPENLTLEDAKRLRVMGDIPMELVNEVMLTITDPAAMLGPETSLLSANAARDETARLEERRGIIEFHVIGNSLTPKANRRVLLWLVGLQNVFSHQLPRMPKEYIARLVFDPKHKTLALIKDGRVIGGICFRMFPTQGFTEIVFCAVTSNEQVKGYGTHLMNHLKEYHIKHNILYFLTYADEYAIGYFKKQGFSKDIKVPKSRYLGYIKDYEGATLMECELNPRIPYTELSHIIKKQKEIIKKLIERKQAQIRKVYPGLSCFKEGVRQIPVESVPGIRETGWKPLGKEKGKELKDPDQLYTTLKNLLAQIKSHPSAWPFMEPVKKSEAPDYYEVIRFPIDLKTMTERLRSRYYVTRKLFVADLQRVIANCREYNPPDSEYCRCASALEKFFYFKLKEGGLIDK
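qHTS, 1536-well. 20nM enzyme, pH 7.5 HEPES/EDTA/Tween-20 buffer; 15 min compound preinc., RT. Start: 75uM H3(1-25), 70uM AcCoA, 50uM ThioGlo1. Read Ex340/Em540 at t=0 (autofluorescence flag) and t=20 min.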
N370S GC: qHTS Assay for Inhibitors and Activators of N370S glucocerebrosidase as a Potential Chaperone Treatment of Gaucher Disease | N370S GC spleen homogenate, 4MU-glucoside fluorescence | actives 0.092% (n = 330,000) | AID 2101, 2009 | Potency, µM (titrated, usually from 59.4 µM), for inactives: top-dose activity change, negative = inhibition, usual class: inhibitors;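 note: 0% = full enzyme activity and -100% = no enzyme basal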
Numbers without * were called inactive; ? = inconclusive; · = no result given; & = joins results of further samples; [ ] = dose if it differs, or a comment. Calls come from the whole dose curve; as a rule, active = well fitted curve in the direction sought with a large enough effect; inconclusive = small, poorly fitted or top-dose-only effect, or another doubt; inactive = no such curve, though single readings can be large; an effect the other way counts as inactive or inconclusive. Unless noted, % is set by controls: 0 for no effect and ±100 for the full control effect; potency is the fitted concentration of half-maximal effect.

SMILES | FEN1 inh | KAT2A inh | N370S GC
Oc1c(C(c2ccccc2)N2CCCC2)sc2nc(-c3ccco3)nn12 (stereo not drawn) | 18% | -6% | ·
COC(=O)/C=C/COc1ccccc1[N+](=O)[O-] | ? | -14% | ?
CCc1ccc(NC(=O)Cn2c(=O)n(Cc3ccc4c(c3)OCO4)c(=O)c3oc4ccccc4c32)cc1 | 18% | -6% | ·
COc1ncc2nc(-c3ccccc3)c(=O)n(C[C@H]3CCCO3)c2n1 | · | -5% | 18%
CC(C)(O)C#Cc1ccc(CN2CCN(Cc3ccsc3)C(CCO)C2)s1 (stereo not drawn) | -3% | 3% | 1%
COc1cccc(CNC(=O)c2cc3c(=O)n(C)c4ccccc4c3n2C)c1 | -3% | -3% | ·
CCOCCCNC(=S)N1CCC(NC(=O)C23CC4CC(CC(C4)C2)C3)CC1 | -1% | -2% | -21%
COc1ccc(C(=O)Nc2nc(CC(=O)NCCc3ccccc3OC)cs2)cc1 | 2% | -8% | -9%
O=C(NCc1ccccc1)C(c1ccc(F)cc1)N(Cc1ccc2c(c1)OCO2)C(=O)Cn1nnc(-c2cccs2)n1 (stereo not drawn) | -4% | -18% | 9%
COCCNC(=O)C(=O)Nc1cc2c3c(c1)CCC(=O)N3CCC2 | -23% | -3% | 2%
C=Cc1ccc(Cn2c(SCC(=O)N3CCN(c4ccc(F)cc4)CC3)nc3ccccc32)cc1 | 12% | -7% | ·
COc1cc(C2SCC(=O)N2c2c(C)n(C)n(-c3ccccc3)c2=O)ccc1O (stereo not drawn) | 4% | -8% | 13%
COc1ccc(NC(=O)c2c(NC(=O)COc3ccccc3)sc3c2CCC(C)C3)cc1 (stereo not drawn) | 19% | 2% | ·
O=C(NC1CCCC1)C1(c2ccccc2)CCN(S(=O)(=O)c2ccccc2)CC1 | -22% | 0% | 6%
CCCCCCCCC(=O)N/N=C(\C)c1ccc(O)cc1O | -17% | -5% | 18%

No new results follow: entries from further up.
SMILES | FEN1 inh | KAT2A inh | N370S GC
O=C(NCc1ccccc1)C(c1ccc(F)cc1)N(Cc1ccc2c(c1)OCO2)C(=O)Cn1nnc(-c2cccs2)n1 (stereo not drawn) | -4% | -18% | 9%
COCCNC(=O)C(=O)Nc1cc2c3c(c1)CCC(=O)N3CCC2 | -23% | -3% | 2%
C=Cc1ccc(Cn2c(SCC(=O)N3CCN(c4ccc(F)cc4)CC3)nc3ccccc32)cc1 | 12% | -7% | ·
COc1cc(C2SCC(=O)N2c2c(C)n(C)n(-c3ccccc3)c2=O)ccc1O (stereo not drawn) | 4% | -8% | 13%
COc1ccc(NC(=O)c2c(NC(=O)COc3ccccc3)sc3c2CCC(C)C3)cc1 (stereo not drawn) | 19% | 2% | ·
O=C(NC1CCCC1)C1(c2ccccc2)CCN(S(=O)(=O)c2ccccc2)CC1 | -22% | 0% | 6%
CCCCCCCCC(=O)N/N=C(\C)c1ccc(O)cc1O | -17% | -5% | 18%

Next section
SMILES | FEN1 inh | KAT2A inh | N370S GC
Cc1ccc(NC(=O)c2ccc(NC(=O)N3CCSc4ncccc43)cc2)cc1Cl | -4% | -18% | ·
COc1cccc(OCC(=O)NNC(=O)Cc2cccs2)c1 | -2% | 12% | 5%
CC(=O)c1c(C)[nH]c(C(=O)N2CCN(S(=O)(=O)c3ccc(C)cc3C)CC2)c1C | 4% | -1% | ·
Cc1ccc(NC(=O)CC(O)(C(F)(F)F)C(F)(F)F)c(Br)c1 | 0% | -15% | 11%
Cn1c(COc2nnc(-c3ccc(Cl)cc3)c3ccccc23)nc2ccccc21 | -3% | 41%[activator] | 4%
Cn1c(=O)c2c(ncn2CC(=O)OCC(=O)NC(c2ccccc2)c2ccccc2)n(C)c1=O | -4% | -1% | 15%
CCc1ccc2occ(CC(=O)Nc3nnc(C)s3)c2c1 | 6% | -5% | ·
Cc1ccc(NC(=O)CSc2nnc(-c3cccs3)n2Cc2ccco2)cc1 | 1% | -12% | ?
CN(C)c1ccc(/C=c2\sc3nc(-c4ccccc4)nn3c2=O)cc1 | · | 36%[activator] | 1%
COc1ccc(/C=C2/SC(=O)N(CCCCCC(=O)Nc3ccccc3C(=O)O)C2=S)cc1 | ? | -3% | 4%
N#Cc1nc(-c2ccc(F)cc2)oc1NCCN1CCOCC1 | 43%[activator] | -2% | 0%
Cc1c(Cl)cccc1NC(=S)NN | 10% | -9% | -5%
NCCc1ccn[nH]1 | 8% | -8% | -7%
CCOC(=O)C1CSc2[nH]c(=O)sc2C1c1ccccc1 (stereo not drawn) | 1% | 0% | -7%
O=C(CCN1CCN(C/C=C/c2ccccc2)CC1)Nc1ccccc1F | 7% | 1% | -12%

Some of the entries so far, with the structure last.
FEN1 inh	KAT2A inh	N370S GC	structure
·	36%[activator]	1%	CN(C)c1ccc(/C=c2\sc3nc(-c4ccccc4)nn3c2=O)cc1
?	-3%	4%	COc1ccc(/C=C2/SC(=O)N(CCCCCC(=O)Nc3ccccc3C(=O)O)C2=S)cc1
43%[activator]	-2%	0%	N#Cc1nc(-c2ccc(F)cc2)oc1NCCN1CCOCC1
10%	-9%	-5%	Cc1c(Cl)cccc1NC(=S)NN

Entries of single compounds from above. Order of values: FEN1 inh, KAT2A inh, N370S GC
`CC(=O)c1c(C)[nH]c(C(=O)N2CCN(S(=O)(=O)c3ccc(C)cc3C)CC2)c1C` across the screens: 4%, -1%, ·
`O=C(CCN1CCN(C/C=C/c2ccccc2)CC1)Nc1ccccc1F` across the screens: 7%, 1%, -12%
`NCCc1ccn[nH]1` across the screens: 8%, -8%, -7%
`Cn1c(=O)c2c(ncn2CC(=O)OCC(=O)NC(c2ccccc2)c2ccccc2)n(C)c1=O` across the screens: -4%, -1%, 15%

Further records:
SMILES | FEN1 inh | KAT2A inh | N370S GC
CCOC(=O)c1c(C)oc(NC(=O)CCl)c1C(=O)OCC | 1% | -3% | -4%
O=C(N/N=C/c1ccc(O)cc1)c1cccc(C(F)(F)F)c1 | -2% | -5% | -12%
O=C(Nc1cc(S(=O)(=O)N2CCOCC2)ccc1N1CCOCC1)c1ccccc1F | -9% | -5% | ·
O=C(C[n+]1cc(Br)cc(Br)c1)c1cccc([N+](=O)[O-])c1 | 1% | 0% | 3%
CCc1ccccc1NC(=O)Cn1nnc(-c2cccnc2)n1 | -4% | -1% | -4%
Cc1c(Cl)cccc1-n1ncc(C(=O)N2CCN(c3ncccn3)CC2)c1C1CCN(C(=O)OC(C)(C)C)CC1 | 16% | -2% | ·
COc1ccc(C(=O)/C=C2/Sc3cc4c(cc3N2C)OCO4)cc1 | -5% | -5% | -2%
Cc1cc([N+](=O)[O-])nn1CC(=O)N1CCCc2ccccc21 | -7% | -4% | 11%
COc1ccccc1N1CCN(C(=O)CN2C(=O)c3cccc4cccc(c34)C2=O)CC1 | -10% | -8% | 19%
COc1ccc(Oc2ncc3nc(-c4cccs4)c(=O)n(Cc4cccs4)c3n2)cc1 | · | ? | -8%
Cc1cc(NC(=O)CCC(=O)N(c2ccccc2C)C(C(=O)NC2CCCC2)c2ccccc2)no1 (stereo not drawn) | 10% | -4% | 0%
CCC(C)(C)n1nnnc1C(c1ccc(C)cc1)N1CCN(Cc2ccc3c(c2)OCO3)CC1 (stereo not drawn) | -10% | -7% | 2%
Cc1c(-c2cccc(NC(=O)C(C)(C)C)c2)nc2ncccn12 | -1% | -24% | ·
Cc1ccccc1CNC(=O)c1ccc2nc(N3CCOCC3)sc2c1 | -9% | 1% | -4%
COc1ccccc1CNC(=O)C1CC(=O)N(C2CCCC2)C1 (stereo not drawn) | 0% | 6% | -6%

An excerpt from above, reduced to KAT2A inh and N370S GC.
canonical_smiles,KAT2A inh,N370S GC
N#Cc1nc(-c2ccc(F)cc2)oc1NCCN1CCOCC1,-2%,0%
Cc1c(Cl)cccc1NC(=S)NN,-9%,-5%

More structures follow:
SMILES | FEN1 inh | KAT2A inh | N370S GC
O=C(CSc1ccc([N+](=O)[O-])cn1)Nc1nccs1 | 10% | -5% | 25%
CN(CC(=O)NCc1ccccc1Cl)S(=O)(=O)c1ccc2c(c1)c(=O)n(C)c(=O)n2C | -6% | -3% | ·
COc1ccc(OC)c(S(=O)(=O)Nc2ccc(O)c(Sc3ncn[nH]3)c2)c1 | 6% | -2% | -22%
CCCCC(CC)CNCc1cccn1CCN1CCOCC1 (stereo not drawn) | -19% | -10% | -4%
CC(=O)Oc1ccc(C(=O)NCc2ccco2)cc1 | -7% | -2% | -1%
Cc1ccccc1CNC1CCCCC1 | 5% | -6% | 16%
CCOC(=O)N1CCN(C(=O)c2ccc(N3C(=O)CCC3=O)cc2)CC1 | -6% | 1% | 3%
COc1cc(/C=N/N=C/c2cc(OC)c(O)c(OC)c2)cc(OC)c1O | -19% | -6% | -13%
CC(C)c1cc(C(=O)O)n(-c2ccccc2)n1 | 0% | 0% | 3%
CN(c1ccc(OCc2nnc(-c3ccccc3)o2)cc1)S(=O)(=O)c1ccccc1 | -8% | -6% | ?
COCCC1CCCCN1C(=O)c1cccc(OC2CCN(S(C)(=O)=O)CC2)c1 (stereo not drawn) | 1% | 2% | 3%
Cc1c(Cl)cccc1NC(=O)CNC(=O)C1CC(=O)N(C2CCCC2)C1 (stereo not drawn) | -4% | -3% | ·
O=C(O)CCC(=O)N(Cc1ccco1)C1CC(=O)N(c2ccccc2)C1=O (stereo not drawn) | -2% | 4% | 3%
COc1cc(C(=O)NCCC(=O)NC2CCCCC2)cc(OC)c1OC | 0% | 2% | -4%
Cc1ccc(OCC(=O)Nc2ccc3c(c2)C(=O)NC3=O)c(C)c1 | -15% | ? | 0%
Cc1ccc(C(=O)N/C(=C\c2ccc(-c3ccccc3[N+](=O)[O-])o2)C(=O)NCCN(C)C)cc1 | -22% | -12% | 0%
O=C(Nc1ccc(Cl)cc1C(=O)Nc1ccc(Br)cn1)c1ccco1 | -16% | · | 24%
Cc1ccc(C(=O)NCCc2ccc(S(N)(=O)=O)cc2)o1 | -5% | -9% | 4%
N#CCCN(Cc1cccnc1)S(=O)(=O)c1ccc(S(=O)(=O)NC2CCCCC2)cc1 | -2% | 1% | 1%
COc1ccc2[nH]c(=O)c(CNc3ccccc3)cc2c1 | -9% | -10% | 3%
CC1CN(S(=O)(=O)c2cccc(C(=O)Nc3cc(Cl)ccc3N3CCOCC3)c2)CC(C)O1 (stereo not drawn) | 6% | -12% | ·
Cc1cc(C)c2nc3c(c(C(=O)O)c2c1)CCC3 | 8% | 12% | 3%
CCCn1c2ccc(F)cc2c2nnc(SCCN3CCCCC3)nc21 | ? | -14%&-14% | 1%
Cc1ccc(C)n1-n1cnc2scc(-c3cccs3)c2c1=O | 0% | -7% | 0%
Cc1ccc(S(=O)(=O)N2CCN(C(=O)CCCOc3cccc(C)c3)CC2)cc1 | 11% | -1% | ·
CCOC(=O)c1c(-c2ccc(OCC)cc2)csc1NC(=O)CCN1C(=O)c2ccccc2C1=O | · | -1% | 1%
N#CCSc1nc2ccccc2c(=O)n1CCCC(=O)NCC1CCCO1 (stereo not drawn) | -5% | 7% | 6%
Cc1cccc(N2CCN(C(=O)Nc3cn(CC(C)C)c(=O)c4ccccc34)CC2)c1C | 16% | -7% | ·
CC1=C(C(=O)Nc2ccc(CC(=O)NCc3ccc(OC(C)C)cc3)cc2)SCCO1 | 26% | ? | -3%
O=C(Nc1ccccc1N1CCN(c2ccc(F)cc2)CC1)c1ccccc1 | 3% | -9% | 13%
O=C(c1cccc(S(=O)(=O)N2CCOCC2)c1)N1CCOCC1 | -12% | 0% | -17%
Cc1cc(C(=O)CN2CCCCC2)c(C)n1-c1ccc(F)cc1 | 3% | -4% | -14%
COCc1ccc(C(=O)N2CCC(CCC(=O)Nc3cccc(C)c3)CC2)s1 | 0% | 2% | -5%
Oc1c(C(c2ccc(Cl)cc2)N2CCC3(CC2)OCCO3)sc2nc(-c3ccco3)nn12 (stereo not drawn) | 6% | -5% | ·
N/C(=N\OC(=O)Cc1ccc(-c2ccccc2)cc1)c1ccccn1 | -5% | 0% | 8%
COc1cc2ccccc2cc1C(=O)NC1CCC(C)CC1 (stereo not drawn) | -23% | -9% | ·
COc1cc(NC(=O)c2ccc(Br)o2)ccc1NC(=O)c1ccccc1Cl | 2% | -21% | 4%
N[C@H](CSSC[C@@H](N)C(=O)O)C(=O)O | · | -6% | -12%
Cc1ccc(S(=O)(=O)N(C)C)cc1NC(=O)CSc1ccc2c(c1)OCCO2 | 3% | -3% | -8%
CC1CCCCN1CCCNC(=O)c1ccc(Br)cc1 (stereo not drawn) | 3% | -2% | 1%
COc1cc(/C=N/N=C(/N)c2nonc2N)cc(Br)c1OCc1ccccc1C | 0% | -2% | -3%
CN(C)c1nc(-c2ccccc2)ncc1S(=O)(=O)c1ccccc1 | -16% | -10% | 23%
COc1cc(OC)c(NC(=O)CC(c2cccs2)N2Cc3ccccc3C2=O)cc1Cl (stereo not drawn) | -3% | 1% | ·
Oc1c(Br)cc(Br)cc1/C=N/Nc1ccc(Cl)nn1 | 6% | -8% | -10%

Assay outcomes: PubChem, National Center for Advancing Translational Sciences (NCATS)
